FadD28 FP inh: inhibitors of FadD28 bisubstrate probe binding, primary screen, biochemical, fluorescence polarization, single point; inhibition, % at 12.5 µM; hit rate 0.22% among 360,000; AID 588549, 2011; in the data active means inhibition above about 8.5%, passing the limit was not always enough; inconclusive means no clear call, values can overlap the other calls
Anthrax LF prot: Bacillus anthracis LF protease inhibitors, primary screen, biochemical, multiplex microsphere, MLPCN library. Lethal factor (Bacillus anthracis), P15917. multiplex microsphere protease cleavage assay. inhibition, % at 10 µM. hit rate 0.12% among 360,000; further: plate controls were buffer without enzyme for full effect and enzyme alone for no effect
Y pestis TopoI: Yersinia pestis topoisomerase I inhibitors, primary screen, biochemical, cleavage product accumulation, plate reader, single point; DNA topoisomerase I (Yersinia pestis CO92); Y. pestis Topo-I cleavage product accumulation; hit rate 0.064% among 360,000; activity, % at 10 µM; in the data active means activity above about 50%, passing the limit was not always enough; inconclusive means no clear call, values can overlap the other calls; further: inactives centre near 2
BoNT-F LC inh: BoNT/F light chain protease inhibitors, primary screen, biochemical, flow cytometry, MLPCN library; hit rate 0.22% among 360,000; inhibition, % at 10 µM; AID 588497, 2011; Multiplex microsphere protease cleavage assay; Botulinum neurotoxin type F light chain protease (Clostridium botulinum); in the data active means inhibition above about 35%, passing the limit was not always enough; inconclusive means no clear call, values can overlap the other calls; further: plate controls were buffer without enzyme for full effect and enzyme alone for no effect
PrPC surface inh: inhibitors of human cell surface prion protein PrPC, primary screen, cell-based, TR-FRET. hit rate 0.43% among 370,000. inhibition, % at 13.8 µM. TR-FRET read-out. Major prion protein (Homo sapiens), P04156; in the data active means inhibition above about 24%; further: 0% = median of the test wells and 100% = reference compound wells
TcdB inh: TcdB glycohydrolase inhibitors, primary screen, biochemical, single point, plate reader | Toxin B (Clostridioides difficile), P18177 | TcdB glycohydrolase enzymatic assay | inhibition, % at 9.99 µM | hit rate 0.24% among 350,000; in the data active means inhibition above about 10%
CCHF vOTU inh: CCHFV vOTU protease inhibitors, primary screen, biochemical, Pep-AMC substrate, fluorescence; AID 651958, 2012; inhibition, % at 11.5 µM; hit rate 0.55% among 370,000; in the data active means inhibition above about 30%; further: 0% = vehicle wells with enzyme and 100% = no enzyme wells
PfHsp40 rescue: rescue of yeast from PfHsp40 toxicity, primary screen, S. cerevisiae, ATP luminescence | growth rescue, % at 12.5 µM | hit rate 0.68% among 340,000 | S. cerevisiae expressing PfHsp40, growth rescue; in the data active means growth rescue above about 28%, passing the limit was not always enough; inconclusive means no clear call, values can overlap the other calls;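 further: yeast W303a lacking pdr1 and pdr3 grown in galactose medium; growth measured after three days at 30 °C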
BoNT A protease: BoNT/A light chain protease inhibitors, primary screen, biochemical, flow cytometry, MLPCN library; AID 588499, 2011; multiplex microsphere protease substrate cleavage; hit rate 0.17% among 360,000; Botulinum neurotoxin type A light chain protease (Clostridium botulinum A str. ATCC 3502); inhibition, % at 10 µM; further: plate controls were buffer without enzyme for full effect and enzyme alone for no effect
Starred values were filed as active, the others as inactive; ? = inconclusive; . = no result given. Unless noted, no stated cut-off is given here; in the data, active means inhibition above about 30%; inconclusive means no clear call, values can overlap the other calls; inactive means below that. Hits appear at their usual frequency. Share with any hit: about 2.3%.

SMILES	FadD28 FP inh	Anthrax LF prot	Y pestis TopoI	BoNT-F LC inh	PrPC surface inh	TcdB inh	CCHF vOTU inh	PfHsp40 rescue	BoNT A protease
O=c1[nH][nH]c(-c2ccccc2)c1C=Nc1cccc(Cl)c1	-2.8	-6	-1	-4	-2	.	2	-0.6	-0.9
Cc1ccc(C(=O)N2CCN(c3ccc([N+](=O)[O-])cc3)CC2)o1	-6.4	-1	6	3	-33	2.3	16	0.3	1.1
O=C(COC(=O)CCN=C1NS(=O)(=O)c2ccccc21)NNC(=O)c1ccc(Cl)cc1	.	-9	-5	1	2	1.2	-1	-0.4	0.5
C=C(C)CSc1nnc2n(Cc3ccccc3)c(=O)c3c4c(sc3n12)CCC4	-2.4	0	2	-50	3	.	10	-1.1	-1.7
N#Cc1c(NC(=O)COC(=O)C2=COCCO2)sc2c1CCCC2	-1.2	-2	14	4	0	1.8	3	.	-0.4
CC(NS(=O)(=O)c1ccc(F)cc1)C(c1cccs1)N1CCN(C)CC1 (stereo not given)	-2.1	0	-12	-4	2	.	15	-0.6	-2.9
COc1ccc(N2CC(NC(=O)N3CCc4ccccc43)CC2=O)cc1OC (stereo not given)	-1.9	-2	-9	-1	-2	0.9	0	0.3	-0.7
COc1ccc(-c2cc(C(F)(F)F)n3nc(C(=O)N4CCCC4)cc3n2)cc1	-0.2	3	-4	9	-5	.	1	-0.6	-0.6
CCC(C)Sc1nc2c([nH]c3ccccc32)c(=O)n1C (stereo not given)	-2.9	-9	2	-10	-7	1.3	0	0.0	-0.9
O=C(COC(=O)/C=C/c1ccc(F)cc1)NC1CCS(=O)(=O)C1 (stereo not given)	0.1	-2	4	-14	-4	-1.3	-4	0.5	-5.7
CCC1=NN(C(=O)Cc2ccc([N+](=O)[O-])cc2)C(O)(C(F)(F)F)C1 (stereo not given)	-1.6	-13	9	?	-6	0.2	-1	-0.8	2.8
COc1ccc(NC(=O)CSc2nnc(CN3CCOCC3)n2-c2ccccc2)cc1Cl	0.7	2	11	2	3	.	-3	0.3	0.6
COC(=O)COc1ccc(C2NC(=O)NC(c3ccccc3)=C2C(C)=O)cc1Br (stereo not given)	-5.2	-9	8	-9	7	-0.2	-4	-0.2	-2.1
CC(=O)Nc1ccc2nc(SCC(=O)Nc3ccc(N4CCOCC4)c(Cl)c3)sc2c1	-1.1	10	-2	-10	2	.	2	0.3	-0.8
O=C(CC1COc2ccccc2O1)Nc1ccccn1 (stereo not given)	-0.2	4	3	3	9	.	1	-2.0	0.4
COc1ccc(NC(=O)CN(C)C(=O)c2cccc(-n3cccc3)c2)cc1	-3.5	-6	-4	-2	-4	2.6	-10	-0.4	1.3
Nc1nc(COc2ccc3ccccc3c2)cs1	-1.1	-6	-1	-8	6	.	10	0.1	-1.5
O=C(N/N=C/c1c[nH]c2ccccc12)c1ccc(Br)cc1	-1.2	2	-9	10	6	-0.1	11	-1.6	-0.5
COc1ccc(N/N=C(/C#N)S(=O)(=O)C(C)(C)C)cc1	-2.8	9	-7	-1	-5	0.5	0	-0.9	-0.8
COc1ccc(-c2csc(NC(CO)c3nc4ccccc4n3CCOCCO)n2)cc1 (stereo not given)	-1.4	2	15	4	-3	1.2	4	-1.3	0.5
O=C(NCc1ccccc1)c1ncn[nH]1	-2.9	7	-7	5	-1	1.9	0	0.2	0.5
O=C(Nc1nnc(C2CC2)s1)c1cc(S(=O)(=O)N2CCCCC2)ccc1N1CCOCC1	-0.3	-5	23	-1	3	1.3	-3	0.2	0.5
CCOc1ccc(OCC)c(NC(=O)c2[nH]c(C)c(C(C)=O)c2C)c1	0.5	3	13	10	1	.	11	0.8	-0.4
COc1ccc(OC)c(S(=O)(=O)NC(C)(C)C)c1	-2.8	-1	-5	5	0	.	17	-0.7	-0.5
COc1nc(OC)nc(N2CCC(C(=O)Nc3cccc4ccccc34)CC2)n1	-0.8	-3	-7	-4	-4	-1.9	0	-0.2	-1.8
CC(C)(C)C(=O)C(C(c1ccccc1)N1CCOCC1)N1CCOCC1 (stereo not given)	-1.8	-2	0	3	8	-0.7	-2	0.0	-0.6
CC(C(=O)O)N1C(=O)CSc2ncccc21 (stereo not given)	0.5	-2	2	7	-5	.	1	-1.1	0.8
Cc1ccc(C(C)C)c(OCCCCN2CCNCC2)c1	-0.7	8	8	-45	-13	3.6	6	-0.5	-3.3
COc1cccc2c(=O)n(CC(=O)N3CCC(C)CC3)ccc12	1.7	-6	2	-5	8	1.3	8	0.0	0.2
c1ccc(Oc2cccc(CN3CCCCC3)c2)cc1	-2.7	-6	7	-4	-4	.	-8	1.7	-0.3
CCCN(CC(=O)Nc1ccccc1C)C(=O)c1ccc(S(=O)(=O)N2CCCC2)cc1	-1.2	-3	-12	10	-7	-0.4	-11	0.1	0.5
O=C(c1nn2c(C(F)(F)F)cc(-c3ccco3)nc2c1Br)N1CCCc2ccccc21	-6.1	11	21	-16	4	.	9	0.3	9.9
CS(=O)(=O)Nc1ccc(S(=O)(=O)N2CCCC2)cc1	-0.7	-2	9	-4	-7	2.8	10	-2.3	-0.4
COc1ccc(C(=O)OCc2cc(=O)oc3cc(C)ccc23)cc1S(=O)(=O)N1CCOCC1	1.1	6	6	-5	8	1.2	-8	.	0.3
CCCS(=O)(=O)c1c(S(=O)(=O)CCC)c2ccc(C(N)=O)cn2c1C(=O)OC	-1.8	-3	1	9	-9	1.3	-9	-0.1	1.4
O=C(O)c1ccc2c(c1)C(=O)N(c1cccc(C(=O)/C=C/c3ccccc3)c1)C2=O	-2.0	-2	2	2	-1	-0.1	3	-0.8	-1.2

Shown as a markdown table: entries from further up
| SMILES | FadD28 FP inh | Anthrax LF prot | Y pestis TopoI | BoNT-F LC inh | PrPC surface inh | TcdB inh | CCHF vOTU inh | PfHsp40 rescue | BoNT A protease |
| --- | --- | --- | --- | --- | --- | --- | --- | --- | --- |
| CCCN(CC(=O)Nc1ccccc1C)C(=O)c1ccc(S(=O)(=O)N2CCCC2)cc1 | -1.2 | -3 | -12 | 10 | -7 | -0.4 | -11 | 0.1 | 0.5 |
| O=C(c1nn2c(C(F)(F)F)cc(-c3ccco3)nc2c1Br)N1CCCc2ccccc21 | -6.1 | 11 | 21 | -16 | 4 | . | 9 | 0.3 | 9.9 |
| CS(=O)(=O)Nc1ccc(S(=O)(=O)N2CCCC2)cc1 | -0.7 | -2 | 9 | -4 | -7 | 2.8 | 10 | -2.3 | -0.4 |
| COc1ccc(C(=O)OCc2cc(=O)oc3cc(C)ccc23)cc1S(=O)(=O)N1CCOCC1 | 1.1 | 6 | 6 | -5 | 8 | 1.2 | -8 | . | 0.3 |
| CCCS(=O)(=O)c1c(S(=O)(=O)CCC)c2ccc(C(N)=O)cn2c1C(=O)OC | -1.8 | -3 | 1 | 9 | -9 | 1.3 | -9 | -0.1 | 1.4 |
| O=C(O)c1ccc2c(c1)C(=O)N(c1cccc(C(=O)/C=C/c3ccccc3)c1)C2=O | -2.0 | -2 | 2 | 2 | -1 | -0.1 | 3 | -0.8 | -1.2 |

Continuation.
SMILES	FadD28 FP inh	Anthrax LF prot	Y pestis TopoI	BoNT-F LC inh	PrPC surface inh	TcdB inh	CCHF vOTU inh	PfHsp40 rescue	BoNT A protease
CCOc1cc(-c2nnc(-c3ccco3)o2)cc(OCC)c1OCC	-4.1	-3	-7	-2	-9	.	13	0.5	0.2
O=C1CS/C(=N/N=C/c2c[nH]c3ccccc23)N1	-0.4	4	0	-7	-2	1.4	2	.	-0.8
c1ccc(-c2nnc(SCc3nc4ccccc4[nH]3)o2)cc1	-3.4	1	9	5	10	.	3	2.4	?
Cc1cccnc1CN1CCN(C(=O)CCc2nnc(CCc3ccccc3)o2)CC1	-3.3	2	-6	-2	-4	1.0	10	-2.1	0.5
COc1ccc(N(CC(=O)Nc2ccc3c(c2)OCO3)S(=O)(=O)c2ccc(F)cc2)cc1	-2.6	-2	0	-9	1	.	5	0.0	-0.3
O=S(=O)(c1ccc(S(=O)(=O)N(Cc2cccs2)CC2CCCO2)cc1)N1CCCCC1 (stereo not given)	0.2	-2	-11	0	4	.	6	-1.9	0.6
CCOC(=O)C1CCN(S(=O)(=O)c2ccc3c(c2)CCCN3C(C)=O)CC1	-1.9	0	-2	0	2	.	8	2.0	-0.4
O=C(NNC(=O)c1cc(-c2ccccc2Cl)nc2ccccc12)c1csc(N2CCOCC2)n1	-1.7	-6	4	-10	-7	2.2	-2	0.6	?
CC1Sc2ccc(S(=O)(=O)CCC(=O)Nc3cc(F)ccc3F)cc2NC1=O (stereo not given)	-4.3	-1	6	-3	7	-3.6	7	0.5	-0.4
COc1cc(/C=N/n2cnnc2)ccc1OC(=O)c1ccncc1	0.1	-8	6	-6	1	.	7	-1.8	-0.4
O=C(OCc1cccc(Cl)c1)c1cc(S(=O)(=O)N2CCCCC2)ccc1N1CCOCC1	-0.1	-2	23	-8	6	0.7	-2	0.3	0.2
COc1ccccc1CNC(=O)C(=O)Nc1nccs1	-1.8	3	-2	14	-1	0.6	3	0.2	2.3
c1cncc(-c2nc3ccccc3s2)c1	-0.6	-1	8	-6	1	2.2	-3	-0.4	-2.7
Cc1occc1C(=O)NNC(=O)c1ccc(S(=O)(=O)N(C)C)cc1	0.4	3	1	-4	7	0.1	1	0.2	1.5
CCCOC(=O)c1ccc(NC(=O)Oc2ccccc2)cc1	-0.6	-4	12	-1	0	-0.7	6	0.3	-0.6
CCc1ccc(C(=O)CSc2nc(C)cc(=O)[nH]2)cc1	-2.2	0	3	-19	1	0.0	1	1.2	-3.2
CCN1CCCc2cc(CN(CCN3CCOCC3)C(=S)Nc3cccc(C)c3)ccc21	-3.4	-6	34	-11	-3	-9.3	-5	0.4	-0.6
Cc1nc(NC(=O)C2CC2)sc1C(=O)Nc1ccc(Br)cc1	-0.9	3	-1	-3	20	-3.3	6	-0.5	0.0
Cc1c(C(C)CCCO)oc(=O)c2c1Oc1c(C)c(C(C)C[C@@H](C)O)oc(=O)c1C2 (stereo not given in full)	-4.3	-4	7	0	-2	-1.1	-1	0.1	0.3
Clc1nc(NC2CCCCC2)c2cn[nH]c2n1	-0.9	-1	7	3	9	0.5	5	0.1	0.4
O=C1C2C3CCC(O3)C2C(=O)N1CCO (stereo not given)	-0.5	4	-10	16	0	-0.4	3	-1.2	1.5
CC(=O)Nc1ccc(SC[C@H](Cc2ccccc2)N2CC[C@@H](O)CCC2=O)cc1	-3.1	-6	-1	3	-2	0.9	-1	-1.3	0.5
CCOC(=O)CC(NC(=O)c1cc2cccc(OC)c2oc1=O)c1ccc(OC)cc1 (stereo not given)	-10	5	1	2	3	0.9	-6	6.4	2.3
CCN(CC)CCCn1c2c(c(SCC(=O)Nc3nc(C)cs3)nc1=O)CCC2	-3.5	2	-2	1	-4	0.3	-9	.	-0.1
CC(C)(C)c1cc(CCC(=O)NCc2ccccn2)cc(C(C)(C)C)c1O	-0.1	1	18	4	5	-0.8	-1	0.4	2.0
COc1ccc2cc(C#N)c(SCC(=O)N3CC(=O)Nc4ccccc43)nc2c1	-0.8	-1	2	0	.	.	.	2.0	-1.3
CC1=CC(C)(C)N2C(=O)C3(N=C(N)NC(Nc4ccccc4)=N3)c3cc(C)cc1c32 (stereo not given)	-4.5	-1	-12	-7	12	.	2	-0.9	-0.3
NS(=O)(=O)c1ccc(NC(=O)N2c3ccccc3Sc3ccccc32)cc1	.	-2	0	-4	-1	1.3	-14	-1.1	-0.1
O=C(CC1CCCCC1)NCCS(=O)(=O)N1CCN(c2ccccc2)CC1	-0.3	?	5	?	1	1.4	-2	1.6	?
COc1ccc(CN(CC(=O)NCC2CCCO2)C(=O)CCC(=O)Nc2nccs2)cc1 (stereo not given)	-2.5	3	0	9	6	-0.1	-11	-1.0	2.0
